HPDE-C7 viability = HPDE-C7 pancreatic duct cell viability loss – fluorescence, HTS (AID 430). cytotoxicity, % at 10 µM; hits with a dose series show EC50 in µM. HPDE-C7 pancreatic duct cells viability, fluorescence; higher % means a stronger effect. actives 1.8% (n = 63,000);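 also: cells exposed to compound for 48 hours before viability readout; 0% = vehicle and 100% = reference cytotoxic drug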
Spn MK inh = S. pneumoniae mevalonate kinase inhibition; purified MK, PK/LDH-coupled NADH absorbance 340 nm; inhibition, % at 10 µM; actives 0.48% (n = 65,000); AID 555;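 active = ranked among the strongest by inhibition in the single 10 µM screen, a fixed top-ranked set picked for dose follow-up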; also: no value below 0 was filed
Spn DPM-DC inh = inhibitors of Streptococcus pneumoniae diphosphomevalonate decarboxylase | purified DPM-DC, PK/LDH coupled NADH fluorescence | actives 0.49% (n = 65,000) | AID 556 | calls only at 10 µM;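 active = the 320 compounds with the highest percent inhibition in the single-dose primary screen, excluding strongly autofluorescent ones, cut at about 32% in these data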;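 also: kinetic rate of NADH fluorescence loss reporting ADP formed by the decarboxylase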
Bfl-1 inhibitors = Bfl-1 inhibitors, primary screen, biochemical, fluorescence polarization, FITC-Bid, mouse (AID 432) | FITC-Bid BH3 peptide fluorescence polarization displacement; higher % means a stronger effect | one-dose displacement, % at 20 µM; IC50 in µM for titrated hits | actives 0.02% (n = 64,000); in the data active = a potency from the dose series; inactive = the rest, 99 in 100 with displacement below about 15%; also: strong numbers were not always called active
HT1080 viability = cytotoxicity in HT1080 fibrosarcoma cells, cell-based, fluorescence readout (AID 620). HT1080 viability, fluorescence; higher % means a stronger effect. cytotoxicity, % at 10 µM; hits with a dose series show EC50 in µM. actives 0.42% (n = 87,000);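 also: cells exposed to compound overnight then 4 h with Alamar Blue; 0% = vehicle DMSO and 100% = killing control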
LYP inhibition = LYP phosphatase inhibitors, primary screen, biochemical, DiFMUP fluorescence, recombinant catalytic domain, 10 µM (AID 606); recombinant LYP catalytic domain, DiFMUP fluorescence; higher % means a stronger effect; 52,000 tested, under 10 active; inhibition, % at 10 µM, or IC50 in µM where a hit was titrated;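 active = IC50 under 40 µM in the dose-response test; inactive = IC50 of 40 µM or more, or never dose-tested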
TNAP inhibition = inhibition of tissue-nonspecific alkaline phosphatase – biochemical, luminescent (AID 518). purified TNAP enzyme, luminescent substrate readout; higher % means a stronger effect. inhibition, % at 20 µM; hits with a dose series show IC50 in µM. actives 0.09% (n = 64,000); in the data active = a potency from the dose series; inactive = the rest, 99 in 100 with inhibition below about 22%;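 also: plate controls were vehicle for no effect and reference inhibitor for full effect; many of its hits are not listed in these tables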
HPDE-C7K KRASV12 = viability loss of HPDE-C7K cells – cell-based, fluorescence, HTS, primary screen (AID 431); HPDE-C7K KRASV12 cells, Alamar Blue viability, 48 h; higher % means a stronger effect; cytotoxicity, % at 10 µM; hits with a dose series show EC50 in µM; actives 1.7% (n = 63,000);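 active = compounds whose percent cytotoxicity in the single-dose primary screen, scaled between solvent and toxic-drug controls, exceeds 50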;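 also: 0% = DMSO solvent wells and 100% = doxorubicin-treated wells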
Spn PMK inh = S. pneumoniae PMK inhibition | purified PMK, PK/LDH-coupled NADH absorbance 340 nm | inhibition, % at 10 µM | actives 0.49% (n = 65,000) | AID 539;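 active = top-ranked compounds by inhibition in the single 10 µM screen, taking a fixed number of the strongest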;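 also: 0% = full reaction with DMSO carrier and 100% = background rate without enzyme reaction; no value below 0 was filed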
Spn PMK inh pilot replicates = recorded beside Spn PMK inh, whose call it bears; inhibition, %; measured here: pilot screen replicates
Spn MK inh pilot replicates = recorded beside Spn MK inh, whose call it bears; inhibition, %; measured here: pilot screen replicates
Spn DPM-DC inh pilot screen % = recorded beside Spn DPM-DC inh, whose call it bears; inhibition, %; measured here: pilot screen trials
Numbers without * were called inactive; i = inactive; nt = not tested or not shown; + = active, no number. Rule as the data show it, unless noted: active = cytotoxicity above about 50%; inactive = the rest.

SMILES	HPDE-C7 viability	Spn MK inh	Spn DPM-DC inh	Bfl-1 inhibitors	HT1080 viability	LYP inhibition	TNAP inhibition	HPDE-C7K KRASV12	Spn PMK inh	others
CCCCCCn1c2c(c(=N)c3c1CCC3)CCC2	36%	2	i	4%	12%	-6%	12%	35%	3
Cc1cc(C)c2cc(C(c3nnnn3CC3CCCO3)N3CCN4CCCC4C3)c(=O)[nH]c2c1 (stereo not drawn)	-11%	2	i	-4%	-8%	1%	-6%	2%	12
CC(C(=O)O)N1C(=O)CSC1=S (stereo not drawn)	9%	0	i	-7%	17%	-4%	-1%	-7%	7
COc1ccc(N2CCCn3c2nc2c3c(=O)n(CCc3ccccc3)c(=O)n2C)cc1	nt	6	i	5%	3%	1%	13%	nt	10
CC(C)C(NC(=O)OCc1ccccc1)C(=O)NCC(=O)OC(C)(C)C (stereo not drawn)	5%	0	i	0%	11%	-1%	-8%	11%	11
N#CC1=C(N)Oc2cc(O)ccc2C1c1ccncc1 (stereo not drawn)	3%	0	i	-23%	-6%	6%	13%	-1%	15
Cc1cc(C)nc(N2CCCC(C(=O)NCCC3=CCCCC3)C2)n1 (stereo not drawn)	nt	6	i	3%	21%	-5%	9%	nt	20
Cc1onc(-c2c(F)cccc2Cl)c1C(=O)NCC1COc2ccccc2O1 (stereo not drawn)	-6%	10	i	-4%	-7%	-9%	8%	-2%	1
CCCCSc1nc(C)c(C(C)=O)cc1C#N	-17%	0	i	-3%	-3%	9%	18%	0%	0
Cc1ccsc1C1C(C(=O)O)c2ccccc2C(=O)N1C (stereo not drawn)	-9%	53*	+	-4%	-2%	-11%	4%	5%	85*
COc1cccc(-c2nc(CS(=O)(=O)CC(=O)NCc3ccccc3)c(C)o2)c1	-13%	0	i	-7%	-3%	5%	5%	-8%	3
CCc1c(C(=O)Nc2nnc(C3CC3)s2)csc1C	-10%	3	i	-4%	3%	3%	1%	-6%	5
O=C(O)CCNS(=O)(=O)c1ccc(Oc2ccccc2)cc1	-1%	10	i	-2%	1%	1%	-16%	-5%	0
O=C(O)COc1ccccc1Cc1ccccc1	-23%	0	i	2%	-6%	16%	-3%	0%	3
Cc1ccc(CCNS(=O)(=O)c2cnc[nH]2)cc1	8%	12	i	-5%	7%	nt	14%	1%	7
Cc1ccc2nc(-c3cccc(-c4nc5ccc(C)cc5o4)n3)oc2c1	-7%	0	i	-6%	-4%	13%	8%	-7%	24
COc1cc(S(=O)(=O)N2CCOCC2)ccc1NC(=O)CSc1nnc(N)s1	4%	5	i	-4%	12%	0%	3%	6%	12
CCCCNC(=O)NS(=O)(=O)c1ccc(NS(=O)(=O)c2ccccc2)cc1	2%	3	i	0%	8%	-2%	18%	3%	2
CC(C)(C)n1nnnc1C(c1cccc(C(F)(F)F)c1)N1CCOCC1 (stereo not drawn)	-2%	6	i	3%	nt	0%	9%	0%	15
CCOc1ccccc1N1CCN(Cc2ccc(Br)s2)CC1	-13%	33	i	-8%	-12%	nt	2%	-6%	3
CC1CC(C)CN(CCCNC(=O)Cc2c(C(=O)O)[nH]c3ccccc23)C1 (stereo not drawn)	-8%	6	i	-9%	-8%	nt	10%	-8%	4
CC1CCc2nc(NC(=O)c3cc(C(C)(C)C)nn3C)sc2C1 (stereo not drawn)	-9%	0	i	3%	-1%	-3%	9%	-6%	19
O=C1c2ccccc2C(Nc2ccc(S(=O)(=O)N3CCCCCC3)cc2)N1Cc1ccco1 (stereo not drawn)	-10%	2	i	2%	-1%	6%	6%	5%	1
CNc1oc(C)nc1S(=O)(=O)c1ccc(C)cc1	4%	3	i	-5%	-6%	nt	12%	4%	11
Cn1c(=O)cc(NCc2ccccc2)[nH]c1=O	-2%	2	i	-1%	-6%	10%	4%	2%	0
CN(c1cc(=O)n2ccccc2n1)C1CCCCC1	-10%	0	i	1%	-8%	13%	14%	0%	17
O=C(Nc1ccc(Cl)cc1F)C1CCN(S(=O)(=O)c2cccnc2)CC1	-5%	0	i	-9%	nt	-8%	-6%	3%	1
CC(=O)Nc1ccc(CN2CCN(c3cccc(C(F)(F)F)c3)CC2)cc1	0%	43*	i	-2%	31%	nt	-2%	11%	3
CCCCCCNC(=O)CCNC(=O)c1cc(OC)c(OC)c(OC)c1	-13%	0	i	-11%	-2%	7%	7%	-1%	11
CCOC(=O)CN1CC23C=CC(O2)C(C(=O)Nc2ccc(OCC)cc2)C3C1=O (stereo not drawn)	-9%	5	i	3%	0%	13%	14%	-5%	3	Spn PMK inh pilot replicates=3.5;Spn MK inh pilot replicates=1.5;Spn DPM-DC inh pilot screen %=0.5
CCN(C1CCS(=O)(=O)C1)S(=O)(=O)c1cccs1 (stereo not drawn)	-1%	5	i	0%	9%	9%	10%	-10%	10
Cc1ccc(C(C(=O)NC2CCCCC2)N(Cc2cccnc2)C(=O)C2COc3ccccc3O2)o1 (stereo not drawn)	-12%	0	i	1%	-4%	14%	5%	-4%	17
CCOc1ccc(NC(=O)Nc2cc(C)ccc2OC)cc1	nt	8	i	-1%	-2%	7%	9%	nt	3
Cc1c(Br)cc(C(=O)N2CCN(CCO)CC2)c(C)c1C	2%	11	i	0%	5%	-1%	3%	4%	9
C=C(C)C(C)(C#CCN1CCCC1)OC(C)=O (stereo not drawn)	-7%	18	i	8%	10%	-16%	1%	-15%	0
O=C(COc1ccc(Cl)cc1)NCc1nnc(SCC(=O)NCCc2ccccc2)o1	-24%	3	i	-4%	-7%	9%	5%	-1%	4
COc1cc(-c2nnc(SCC(=O)c3cc(C)n(CC4CCCO4)c3C)o2)cc(OC)c1OC (stereo not drawn)	1%	3	i	7%	-4%	-4%	10%	-2%	16	Spn PMK inh pilot replicates=0.5;Spn MK inh pilot replicates=0.0;Spn DPM-DC inh pilot screen %=0.0
O=C(CN1C(=O)c2ccccc2S1(=O)=O)N1CCN(c2ccc(F)cc2)CC1	22%	1	i	-2%	11%	nt	2%	9%	14
N#C/C(=C(/O)CN1CCOCC1)c1nc(-c2ccccc2)cs1	6%	4	i	-2%	-12%	0%	9%	7%	21
CC(C)c1ccc(NC(=O)C2CCN(S(C)(=O)=O)CC2)cc1	0%	5	i	1%	14%	2%	8%	-6%	0
COc1ccc(-c2csc(Cc3nnc4n3CCCCC4)n2)cc1	2%	4	i	4%	-13%	5%	1%	3%	4
Cn1c(=O)oc2cc(S(=O)(=O)N3CCC4(CC3)OCCO4)ccc21	-6%	12	i	-8%	1%	4%	2%	13%	1
CCN(CC)C(=O)CSc1nc(O)cc(=O)n1C	-7%	9	i	-8%	4%	8%	6%	-5%	3
COc1cc(OC)c(C(=O)COc2ncnc3ccccc23)c(OC)c1	-6%	5	i	-3%	-1%	nt	9%	0%	14
CCc1ccc2oc(=O)cc(CN(C)Cc3ccccc3)c2c1	-20%	1	i	0%	-22%	14%	9%	0%	0
Cc1cc(C)nc(SCCn2c(N3CCCCC3)nc3c2c(=O)n(C)c(=O)n3C)n1	-4%	0	i	-13%	3%	nt	-1%	3%	15
COc1cc(NC(=O)C2CCN(S(=O)(=O)c3ccc(Cl)cc3)CC2)ccc1-n1cnnn1	-2%	6	i	2%	-3%	nt	5%	48%	11
CCOc1cc2[nH]c(=S)n(CC3CCCN3CC)c(=O)c2cc1OCC (stereo not drawn)	4%	14	i	-1%	8%	-1%	5%	6%	6
O=C(CSC1=NCCS1)Nc1nc(-c2ccccc2)cs1	-16%	5	i	4%	-1%	2%	8%	-10%	0
COc1n[nH]c2nncnc12	9%	6	i	-2%	14%	-6%	18%	5%	9
Next section.
SMILES	HPDE-C7 viability	Spn MK inh	Spn DPM-DC inh	Bfl-1 inhibitors	HT1080 viability	LYP inhibition	TNAP inhibition	HPDE-C7K KRASV12	Spn PMK inh	others
COC(=O)CSc1nc2cc(C)cc(C)c2cc1C#N	4%	0	i	-8%	3%	2%	5%	4%	12
CCCC(=O)c1c(C)c2ccccc2n1C	0%	0	i	7%	0%	2%	5%	-9%	0
CN1CCN(C(=O)c2cc(-c3ccccc3)on2)CC1	-6%	9	i	-2%	-1%	9%	3%	-11%	8
CC(C)C(NS(=O)(=O)c1ccc2c(c1)oc(=O)n2C)C(=O)N1CCN(Cc2ccccc2)CC1 (stereo not drawn)	8%	2	i	3%	9%	3%	4%	7%	0
CCOC(=O)[C@@H]1CCNC[C@@H]1c1ccccc1	-12%	8	i	1%	-1%	-7%	-8%	-12%	10
Cc1cccc(C2CC(c3ccc(Br)cc3)Nc3nc(N)nn32)c1 (stereo not drawn)	12%	12	i	-7%	nt	-12%	23%	9%	1	Spn PMK inh pilot replicates=4.0;Spn MK inh pilot replicates=0.0;Spn DPM-DC inh pilot screen %=0.0
CCCn1nc(C(=O)N2CC(=O)Nc3ccccc32)c2ccccc2c1=O	3%	0	i	-9%	8%	12%	3%	-8%	18
Cc1nc(N[C@@H](Cc2c[nH]c3ccccc23)C(=O)O)c2oc3ccccc3c2n1	-16%	12	i	0%	-1%	nt	10%	6%	0
Cn1c(=O)c2c(nc(CN3CCc4ccccc4C3)n2Cc2ccccc2)n(C)c1=O	nt	7	i	nt	-2%	9%	nt	nt	12
COC(=O)c1[nH]c2ccc(Br)cc2c1NC(=O)CN1CCN(C2CCCCC2)CC1	nt	11	i	0%	9%	nt	6%	nt	9
Clc1ccc(SCCCCn2ccnc2)cc1	6%	33	i	1%	-7%	1%	18%	-1%	2	Spn PMK inh pilot replicates=2.0;Spn MK inh pilot replicates=0.5;Spn DPM-DC inh pilot screen %=0.0
CCSc1nnc(NC(=O)CSc2nc3c(c(=O)n2CCOC)SC(C)C3)s1 (stereo not drawn)	-13%	4	i	2%	-7%	3%	2%	-18%	20
Cc1c(C(=O)NCc2cccnc2)oc2ccc(S(=O)(=O)N3CC(C)CC(C)C3)cc12 (stereo not drawn)	43%	3	i	4%	-1%	7%	6%	31%	4
COC(=O)c1cc(Nc2ncnc3c2cnn3-c2ccccc2)cc(C(=O)OC)c1	-12%	3	i	-9%	0%	13%	6%	-20%	0

Entries above that contain a COOH group (6):
SMILES	HPDE-C7 viability	Spn MK inh	Spn DPM-DC inh	Bfl-1 inhibitors	HT1080 viability	LYP inhibition	TNAP inhibition	HPDE-C7K KRASV12	Spn PMK inh	others
CC(C(=O)O)N1C(=O)CSC1=S (stereo not drawn)	9%	0	i	-7%	17%	-4%	-1%	-7%	7
Cc1ccsc1C1C(C(=O)O)c2ccccc2C(=O)N1C (stereo not drawn)	-9%	53*	+	-4%	-2%	-11%	4%	5%	85*
O=C(O)CCNS(=O)(=O)c1ccc(Oc2ccccc2)cc1	-1%	10	i	-2%	1%	1%	-16%	-5%	0
O=C(O)COc1ccccc1Cc1ccccc1	-23%	0	i	2%	-6%	16%	-3%	0%	3
CC1CC(C)CN(CCCNC(=O)Cc2c(C(=O)O)[nH]c3ccccc23)C1 (stereo not drawn)	-8%	6	i	-9%	-8%	nt	10%	-8%	4
Cc1nc(N[C@@H](Cc2c[nH]c3ccccc23)C(=O)O)c2oc3ccccc3c2n1	-16%	12	i	0%	-1%	nt	10%	6%	0

Compound activity (PubChem BioAssay)

No enrichment for hits; about 3.5% have a hit in one of these screens.
